Mot1-301 SUMO = blocks SUMOylation pathway, rescuing yeast Mot1-301 growth; S. cerevisiae Mot1-301 growth rescue, ATP luminescence, 38.5C; percent above DMSO median, 100 means doubled; growth rescue, % at 18.8 µM; hit rate 1% among 320,000; AID 2716;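 active means every valid replicate shows activation above 250% relative to neutral control wells; inactive means the rest, any valid replicate at or below 250%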;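 further: OY570 slx delta 5 strain wells were the positive control but not used for scaling; some compounds called inactive have numbers as strong as hits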
C-LANA FP = KSHV C-LANA DNA binding inhibition. MBP-C-LANA/FAM-LBS DNA binding, fluorescence polarization. inhibition, % at 9 µM. hit rate 0.078% among 340,000;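 active means highest replicate inhibition at or above 60% at 9 µM, even if other replicates fall short; inactive means all replicates below 60% inhibition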;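 further: 0% = neutral control wells and 100% = 4 µM acridine orange control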
PvdQ inh = P. aeruginosa PvdQ acylase inhibition; inhibition, % at 10 µM; hit rate 0.063% among 340,000; purified PvdQ acylase, fluorescence plate reader; AID 488965; in the data active means inhibition above about 30%, passing the limit was not always enough;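 further: 0% = vehicle neutral wells and 100% = reference inhibitor wells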
NSD2 inh = blocks human histone methyltransferase NSD2; NSD2 peptide methylation, AlphaScreen, 120 min; hit rate 0.54% among 310,000; inhibition, % at 12.5 µM; O96028; in the data active means inhibition above about 50%
RTF Ca sens act = increases calcium sensitivity of human cardiac regulated thin filaments. P19429+P45379. IANBD-labeled TnC RTF fluorescence at EC20 calcium; 0% EC20 calcium, 100% full calcium. activation, % at 7.2 µM. hit rate 0.24% among 340,000;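 active means activation above the mean over all tested compounds plus 3 SD, cut at about 30% in these data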;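 further: rise in fluorescence read as greater calcium sensitivity of cardiac thin filaments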
RTF Ca sens inh = cardiac RTF calcium desensitization; P19429+P45379; hit rate 0.12% among 340,000; inhibition, % at 7.15 µM; IANBD-labeled cardiac RTF, Ca2+ fluorescence; AID 493244;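 active means inhibition above the mean inhibition of all tested compounds plus 3 SD, cut at about 17% in these data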;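 further: assay run at fixed EC70 calcium of 1.6 mM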
CDK5 inh = inhibitors of human CDK5/p35 kinase. Recombinant CDK5/p35, ADP-Glo luminescence, 60 min. inhibition, % at 10 µM. hit rate 0.01% among 330,000. AID 488839;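 active means highest replicate inhibition of at least 50% and at least 75% of replicates reaching 50%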;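 further: plate controls were DMSO neutral control for no effect and GW8510 at 10 µM for full effect; many of its hits are not listed in these tables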
Target sequence (Q00535 whole entry, looked up): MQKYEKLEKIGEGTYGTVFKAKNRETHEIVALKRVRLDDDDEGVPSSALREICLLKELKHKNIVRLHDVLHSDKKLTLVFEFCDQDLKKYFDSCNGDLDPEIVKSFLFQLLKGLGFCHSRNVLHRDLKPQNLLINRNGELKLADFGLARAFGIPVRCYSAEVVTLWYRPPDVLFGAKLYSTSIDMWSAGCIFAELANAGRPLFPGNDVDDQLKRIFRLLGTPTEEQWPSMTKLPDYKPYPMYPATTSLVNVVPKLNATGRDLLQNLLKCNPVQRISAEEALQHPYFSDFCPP
Target sequence (Q15078 whole entry, looked up): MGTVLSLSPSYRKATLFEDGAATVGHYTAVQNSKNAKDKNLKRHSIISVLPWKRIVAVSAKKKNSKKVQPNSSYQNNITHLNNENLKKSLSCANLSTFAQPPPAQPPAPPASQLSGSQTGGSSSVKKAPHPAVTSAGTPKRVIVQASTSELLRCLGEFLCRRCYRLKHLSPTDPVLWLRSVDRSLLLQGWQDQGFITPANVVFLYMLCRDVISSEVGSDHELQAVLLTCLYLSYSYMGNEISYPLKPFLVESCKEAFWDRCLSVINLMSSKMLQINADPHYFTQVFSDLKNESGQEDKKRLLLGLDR
Rtt109 Vps75 = C. albicans Rtt109 histone acetyltransferase inhibition | Q5AAJ8 | purified Rtt109/Vps75, ThioGlo CoA-SH fluorescence, 4 h | inhibition, % at 34.9 µM | hit rate 0.16% among 330,000 | AID 540336;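 active means inhibition of at least 50% in every replicate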
Keap1-Nrf2 PPI = disrupts human Keap1 binding to Nrf2 peptide; Keap1 Kelch-Nrf2 peptide fluorescence polarization, 1536-well; inhibition, % at 9.4 µM; hit rate 0.15% among 340,000; AID 504523; in the data active means inhibition above about 12%;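 further: human Keap1 Kelch domain with fluorescein labeled Nrf2 9mer peptide probe; 0% = neutral control wells and 100% = peptide positive control; higher means more block of Keap1 binding to Nrf2 peptide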
PfHsp90 set2 = inhibits growth of yeast expressing Plasmodium falciparum Hsp90. S. cerevisiae expressing PfHsp90, BacTiter-Glo ATP, 48 h; yeast lacking PDR1 and PDR3 efflux regulators. hit rate 0.32% among 310,000. AID 504621. inhibition, % at 9.4 µM;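 active means every replicate shows inhibition above about 80%, whatever the replicate mean, limit read from the data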;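 further: 0% = DMSO neutral controls and 100% = 20 µM radicicol positive controls; yeast relying on Plasmodium falciparum Hsp90 in place of its own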
dFosB activator = activators of mouse delta FosB homodimer; P13346; AID 493131; activation, % at 25 µM; purified delta FosB, TAMRA-CDK5 oligo fluorescence polarization; percent of positive-control signal above neutral wells; hit rate 0.99% among 340,000;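 active means mean activation above about 17%, with every replicate also reaching it, limit read from the data, passing the limit was not always enough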;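 further: fluorescence polarization rise as delta FosB binds a TAMRA Cdk5 AP-1 oligo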
Target sequence (P13346 whole entry, looked up): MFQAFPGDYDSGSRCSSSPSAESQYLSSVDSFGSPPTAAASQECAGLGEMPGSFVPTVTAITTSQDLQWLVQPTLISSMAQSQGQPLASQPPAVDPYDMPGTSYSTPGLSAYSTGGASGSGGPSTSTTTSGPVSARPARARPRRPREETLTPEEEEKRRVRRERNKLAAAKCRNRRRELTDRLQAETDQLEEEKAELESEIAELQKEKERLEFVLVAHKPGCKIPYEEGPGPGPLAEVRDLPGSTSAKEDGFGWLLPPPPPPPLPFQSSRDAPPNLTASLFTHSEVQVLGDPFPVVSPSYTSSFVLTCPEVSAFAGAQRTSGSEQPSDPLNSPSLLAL
Starred values were filed as active, the others as inactive; / = not tested or not shown.

SMILES	Mot1-301 SUMO	C-LANA FP	PvdQ inh	NSD2 inh	RTF Ca sens act	RTF Ca sens inh	CDK5 inh	Rtt109 Vps75	Keap1-Nrf2 PPI	PfHsp90 set2	dFosB activator
O=C(Nc1ccc(S(=O)(=O)Nc2ncccn2)cc1)c1ccc(Br)o1	-7	0.9	-12	0	2	0	-0.5	-7	1	13	4
Nc1nc(-c2ccc3ccccc3c2)cs1	-20	-0.8	-8	8	-1	1	0.6	-4	-1	-3	-1
Cc1onc(-c2ccccc2Cl)c1C(=O)Nc1ccc(S(=O)(=O)Nc2nccs2)cc1	4	0.8	2	0	-3	9	1.2	1	0	5	-14
COC(=O)c1cc(Br)c(=O)n(-c2ccccn2)c1	3	15	11	0	-1	-7	-2.7	19	-1	-14	-11
CCNC(=O)CSc1nnc(C2CC2)n1-c1ccccc1	-6	1.7	-13	-2	2	-3	1.1	-3	-2	2	4
CCOC(=O)c1sc(-c2ccc(Cl)cc2Cl)nc1O	-16	1.0	-12	9	4	1	1.5	-104	-4	-110	-4
C=CCNC(=O)C1CCCN(S(C)(=O)=O)C1 (configuration not stated)	9	1.2	5	-4	-1	16	-0.4	/	-2	10	2
CCOc1ccccc1C(=O)N(CCC(=O)OC)c1ccccn1	638	-1.9	-17	0	-2	-11	0.5	-2	4	14	-5
COc1ccc(C2(C)C(C#N)C(=O)NC(=O)C2C#N)cc1 (configuration not stated)	/	-2.0	-11	-2	-1	1	-2.1	2	1	-7	-1
COc1ccc(C2/C=C\CN(C(=O)CC(C)(C)C)CC(=O)N2Cc2ccc(F)cc2)cc1 (configuration not stated)	-6	-0.9	-3	/	-6	-16	-1.4	5	0	/	4
CCS(=O)(=O)N1CCN(C2Cc3ccccc3C2)CC1	-16	-2.5	-7	1	-3	3	1.0	-7	4	-3	5
CCN(C(=O)COC(=O)/C=C/c1ccc(S(=O)(=O)N2CCc3ccccc32)cc1)C1CCS(=O)(=O)C1 (configuration not stated)	-3	-0.3	1	-2	/	/	1.7	9	-1	-1	-7
COc1ccc(Cl)cc1NC(=O)c1cc(-c2ccccc2O)n[nH]1	-3	1.3	-17	-1	1	-6	0.3	0	-1	-54	5
CCCCCCCCc1nc(SCC(C)=O)n[nH]1	699*	0.8	-14	3	1	-10	0.2	-7	-6	-12	-9
O=C(COC(=O)/C=C/c1ccco1)Nc1ncc(Cl)cc1Cl	-13	3.9	-13	0	5	-40	-0.8	1	-3	18	-4
Cc1nn(Cc2ccccc2)c(Cl)c1/C=C/C(=O)OCC(=O)N(C)C1CCS(=O)(=O)C1 (configuration not stated)	-5	-1.2	12	1	1	3	-5.6	2	0	3	-5
CCCCCNCc1cccc(Br)c1	48	1.2	26	2	5	-16	-0.1	-5	-2	0	3
Cc1ccc(C(=O)Nc2nc3ccc(Cl)cc3s2)o1	5	/	-18	1	4	-9	1.7	-4	-6	-9	-20
COc1ccc(C2CC(c3cccs3)=NN2S(C)(=O)=O)cc1 (configuration not stated)	87	0.4	-13	0	4	-6	-0.3	-2	-4	-13	0
COc1ccc(C)cc1N1CC(C(=O)Nc2ccccc2C(=O)NC2CC2)CC1=O (configuration not stated)	-14	0.3	-8	-2	0	-7	-0.6	-19	0	15	-5
Cc1ccc(O)c(C(=O)/C=C/c2ccc3c(c2)OCCO3)c1	-7	0.0	64*	5	4	1	-0.9	-6	1	15	1
Cc1oc(-c2ccc(Cl)cc2)cc1C(=O)/C(C#N)=C/Nc1cccc(OC(F)(F)F)c1	0	2.5	-10	9	2	-6	0.9	-10	-3	-17	4
CC(=O)Nc1ccc(NC(=O)CSc2nc(N)c(NC(=O)c3ccccc3F)c(=O)[nH]2)cc1	25	-0.7	-12	/	-4	-3	-1.8	-9	-2	0	17*
Cc1ccc(NC(=O)C2CCCC2)cc1S(=O)(=O)N1CCOCC1	-4	-1.0	10	-2	0	-12	1.1	5	-5	8	-5
CCOC(=O)CSc1nnc(CSc2nc(N)c3c(C)c(C)sc3n2)n1-c1ccccc1	9	0.3	-10	/	0	-3	0.9	-4	-6	-8	-7
Cc1nn(-c2ccccc2)c(Cl)c1/C=N/NC(=O)c1ccccc1NS(=O)(=O)c1cccs1	-11	-4.3	4	-3	7	5	-1.1	16	1	4	0
Cc1c(-c2cccc(NC(=O)c3cccs3)c2)nc2ncccn12	-3	0.1	3	-3	1	5	-1.9	-276	0	-1	-16
CN(C)NC(=O)c1ccc([N+](=O)[O-])s1	22	0.4	2	2	31*	5	-0.8	6	-3	1	-3
O=[N+]([O-])c1cccc(S(=O)(=O)NC2CC3CCC2C3)c1 (configuration not stated)	-8	1.5	-8	13	-7	9	-0.5	1	1	-10	-3
OC[C@@H](O)[C@@H](O)CO	1	0.3	-6	/	-5	-9	-0.7	-1	0	-3	2
O=[N+]([O-])c1ccc(S(=O)(=O)Nc2ccccn2)cc1	-17	0.8	-11	-1	-3	-6	-0.2	6	-6	23	-1
CCn1c(O)c(N=Nc2ccc3ccccc3n2)c2ccccc21	136	5.7	-15	4	-1	3	4.7	3	-1	-15	-10
COCCNC(=O)c1cc2ncc(Br)cn2n1	31	-0.3	-14	0	-3	-8	-1.1	-8	-3	-16	0
Cc1ccc(-n2ncc3c(SCC(=O)NNC(=O)C(C)C)ncnc32)cc1	4	-1.0	12	-4	-5	0	1.6	6	0	3	-7
CCCOCC1CC2(SC(=Nc3ccc(C)cc3)NC2=O)C(=O)O1 (configuration not stated)	232	1.1	-13	2	1	-4	-0.9	-7	-1	15	-7
O=C1CC(SCCc2nc3ccccc3[nH]2)C(=O)N1c1ccc(F)c(Cl)c1 (configuration not stated)	0	-0.6	0	/	3	-4	3.0	9	-3	0	7
COc1cc(/C=C2/C(=N)N3C=CSC3=NC2=O)ccc1OCCOc1ccc(NC(C)=O)cc1	4	0.2	3	-3	-3	-3	0.7	1	0	6	1
O=C(CCNC(=O)c1ccc(Br)cc1)NCC1CCCO1 (configuration not stated)	-8	4.3	-11	-1	2	-21	2.0	4	2	26	1
O=C(COC(=O)c1ccccc1)c1ccc(S(=O)(=O)N2CCCCC2)cc1	/	-0.1	-12	-1	4	-12	-1.1	2	-5	/	-10
COc1ccc(-n2ncc(C(C)NS(=O)(=O)c3cccs3)c2C)cc1 (configuration not stated)	67	-1.5	2	-8	-5	-1	-0.2	-6	-5	15	0

Two compounds drawn at random from those above:
SMILES	Mot1-301 SUMO	C-LANA FP	PvdQ inh	NSD2 inh	RTF Ca sens act	RTF Ca sens inh	CDK5 inh	Rtt109 Vps75	Keap1-Nrf2 PPI	PfHsp90 set2	dFosB activator
Cc1nn(-c2ccccc2)c(Cl)c1/C=N/NC(=O)c1ccccc1NS(=O)(=O)c1cccs1	-11	-4.3	4	-3	7	5	-1.1	16	1	4	0
CCOC(=O)CSc1nnc(CSc2nc(N)c3c(C)c(C)sc3n2)n1-c1ccccc1	9	0.3	-10	/	0	-3	0.9	-4	-6	-8	-7

Next results follow:
SMILES	Mot1-301 SUMO	C-LANA FP	PvdQ inh	NSD2 inh	RTF Ca sens act	RTF Ca sens inh	CDK5 inh	Rtt109 Vps75	Keap1-Nrf2 PPI	PfHsp90 set2	dFosB activator
CSc1nc(C)[nH]c(=O)c1C#N	353	-0.4	-8	1	-2	-3	1.3	-1	6	19	-2
N#CC1=C(SCc2ccccc2)NC(=O)CC1c1ccc(O)cc1 (configuration not stated)	-8	-0.6	-12	-1	4	-11	-0.9	-11	0	3	2
Cc1nn(CCC(=O)NCc2ccc(N(C)C)cc2)c(=O)c2nn(-c3ccccc3)c(C)c12	-1	-0.5	-13	3	-5	-15	1.3	-5	1	-4	-7
COc1ccc(CC(=O)Nc2ccccc2NC(=O)Cc2ccc(OC)cc2)cc1	4	-2.4	-10	0	2	-11	0.2	-2	1	-12	-14
Cc1cccc(OCC2=NS(=O)(=O)c3ccccc3N2)c1	136	0.3	-1	-3	-9	3	-0.8	6	1	0	-2
CC(=O)N1CCN(C(=O)c2cccc(S(=O)(=O)NCc3ccccc3)c2)CC1	-13	-0.4	7	0	-4	-1	2.4	6	-2	/	-6
CCOC(=O)c1c(C)[nH]c(C(=O)NNC(=O)c2ccccc2)c1C	-6	-0.3	1	1	-7	-9	-0.3	-3	-2	-12	0
C=CCN1C(=O)c2ccc(C(=O)N3CCC(C(N)=O)CC3)cc2C1=O	5	1.1	3	0	1	-1	0.4	-5	-1	5	0
CC(C)c1nnc(NC(=O)CC(=O)Nc2ccccc2C(=O)O)s1	5	0.0	-8	-1	-5	2	0.6	11	1	1	-6
COc1ccc(N2CCN(C(=S)NCc3ccc(C)cc3)CC2)cc1	372	3.9	-12	0	4	4	0.0	-4	3	-12	9
CC(NCc1ccc(F)cc1)C(=O)Nc1cc(S(=O)(=O)N2CCCCC2)ccc1Cl (configuration not stated)	-11	1.7	-11	-2	13	-16	-1.7	4	-1	20	-14
COc1ccc(Cl)cc1C(=O)n1cnc2ccccc21	2	-2.0	9	-3	-4	7	1.1	-3	-2	-12	0
Cn1cc(Br)c(C(=O)Nc2sc3c(c2C(N)=O)CCC3)n1	659	3.9	-17	1	7	-1	-0.1	-10	-4	5	-1

Not a retest: 12 of the compounds above.
SMILES	Mot1-301 SUMO	C-LANA FP	PvdQ inh	NSD2 inh	RTF Ca sens act	RTF Ca sens inh	CDK5 inh	Rtt109 Vps75	Keap1-Nrf2 PPI	PfHsp90 set2	dFosB activator
N#CC1=C(SCc2ccccc2)NC(=O)CC1c1ccc(O)cc1 (configuration not stated)	-8	-0.6	-12	-1	4	-11	-0.9	-11	0	3	2
Cc1nn(CCC(=O)NCc2ccc(N(C)C)cc2)c(=O)c2nn(-c3ccccc3)c(C)c12	-1	-0.5	-13	3	-5	-15	1.3	-5	1	-4	-7
COc1ccc(CC(=O)Nc2ccccc2NC(=O)Cc2ccc(OC)cc2)cc1	4	-2.4	-10	0	2	-11	0.2	-2	1	-12	-14
Cc1cccc(OCC2=NS(=O)(=O)c3ccccc3N2)c1	136	0.3	-1	-3	-9	3	-0.8	6	1	0	-2
CC(=O)N1CCN(C(=O)c2cccc(S(=O)(=O)NCc3ccccc3)c2)CC1	-13	-0.4	7	0	-4	-1	2.4	6	-2	/	-6
CCOC(=O)c1c(C)[nH]c(C(=O)NNC(=O)c2ccccc2)c1C	-6	-0.3	1	1	-7	-9	-0.3	-3	-2	-12	0
C=CCN1C(=O)c2ccc(C(=O)N3CCC(C(N)=O)CC3)cc2C1=O	5	1.1	3	0	1	-1	0.4	-5	-1	5	0
CC(C)c1nnc(NC(=O)CC(=O)Nc2ccccc2C(=O)O)s1	5	0.0	-8	-1	-5	2	0.6	11	1	1	-6
COc1ccc(N2CCN(C(=S)NCc3ccc(C)cc3)CC2)cc1	372	3.9	-12	0	4	4	0.0	-4	3	-12	9
CC(NCc1ccc(F)cc1)C(=O)Nc1cc(S(=O)(=O)N2CCCCC2)ccc1Cl (configuration not stated)	-11	1.7	-11	-2	13	-16	-1.7	4	-1	20	-14
COc1ccc(Cl)cc1C(=O)n1cnc2ccccc21	2	-2.0	9	-3	-4	7	1.1	-3	-2	-12	0
Cn1cc(Br)c(C(=O)Nc2sc3c(c2C(N)=O)CCC3)n1	659	3.9	-17	1	7	-1	-0.1	-10	-4	5	-1
